# M. tuberculosis: growth inhibition of non-replicating M. tuberculosis (AID 488890) | inhibition, % at 25 µM, or IC50 in µM where a hit was titrated | 0.39% of 320,000 active | Mycobacterium tuberculosis non-replicating, growth inhibition; higher % means a stronger effect; in the data active = a potency from the dose series; inconclusive = inhibition mostly from about 82% at the one dose, without a potency; inactive = the rest, 99 in 100 with inhibition below about 76%;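 also: plate controls were DMSO cells for no effect and high antibiotic wells for full effect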
# M. tuberculosis HTS: M. tuberculosis growth inhibition, HTS (AID 449762). M. tuberculosis H37Rv growth inhibition, 7H9 media; higher % means a stronger effect. 0.59% of 330,000 active. one-dose inhibition, % at 25 µM; IC50 in µM for titrated hits; in the data active = a potency from the dose series; inconclusive = inhibition above about 70% without an active follow-up result;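 also: bacterial growth assessed after seven days of incubation; strong numbers were not always called active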
# PhoP GFP inhibition: PhoP regulon inhibitors, Salmonella typhi PhoP promoter GFP reporter, confirmatory (AID 1850); Salmonella Typhi PhoP-promoter GFP reporter, fluorescence, 4 h; higher % means a stronger effect; inhibition, % at 50 µM, or IC50 in µM where a hit was titrated; 0.33% of 310,000 active; in the data active = a potency from the dose series; inconclusive = inhibition mostly from about 25% at the one dose, without a potency; inactive = the rest, 99 in 100 with inhibition below about 19%;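 also: 0% = induced wells with vehicle and 100% = uninduced wells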
# VEEV TC-83 Vero: inhibitors of VEEV TC-83 cytopathic effect, confirmation, Vero cells (AID 588727). Vero cells, VEEV TC-83 cytopathic effect inhibition; higher % means a stronger effect. inhibition, % at 20 µM, or IC50 in µM where a hit was titrated. 0.13% of 350,000 active; in the data active = a potency from the dose series; inconclusive = inhibition mostly from about 14% at the one dose, without a potency; inactive = the rest, 99 in 100 with inhibition below about 12%; also: strong numbers were not always called active
# influenza NS1A: H1N1 influenza NS1A inhibitors, functional cell based assay (AID 504329). NS1A functional cell-based assay, percent inhibition; higher % means a stronger effect. one-dose inhibition, % at 12.5 µM; IC50 in µM for titrated hits. 0.3% of 340,000 active; in the data active = a potency from the dose series; inconclusive = inhibition above about 27% without an active follow-up result; also: strong numbers were not always called active
# VEEV TC-83 Vero 10K pilot screen: recorded beside VEEV TC-83 Vero, whose call it bears; inhibition, %; measured here: 10K pilot screen inhibition
# Numbers without * were called inactive; i = inactive; ? = inconclusive; · = not tested or not shown.
SMILES,M. tuberculosis,M. tuberculosis HTS,PhoP GFP inhibition,VEEV TC-83 Vero,influenza NS1A,others
O=C(CS(=O)CC(=O)N(c1cccc(F)c1)C(C(=O)NC1CCCCC1)c1ccco1)Nc1ccc(F)cc1 (centres undefined),22.4%,-1.2%,-5.0%,1.4%,-7.6%,
C=CCn1c(CNC(=O)c2cccs2)nnc1SCC(=O)c1ccc(Br)cc1,23.1%,67.0%,2.5%,i,5.3%,VEEV TC-83 Vero 10K pilot screen=1.0
O=C(/C=C\Nc1ccc(S(=O)(=O)Nc2ncccn2)cc1)c1cccc2ccccc12,32.3%,-3.6%,-8.3%,0.4%,9.8%,
O=C(Cn1nnc2c(cnn2-c2ccccc2)c1=O)NCc1cccs1,-8.0%,-5.0%,1.0%,i,0.0%,
Cc1ccc(NC(=O)c2cc(S(=O)(=O)NCCC3=CCCCC3)ccc2F)cc1F,-1.7%,4.2%,-5.2%,i,4.2%,
CCCn1c(CCNC(=O)c2cccs2)nc2ccccc21,9.0%,0.3%,5.9%,0.3%,3.7%,VEEV TC-83 Vero 10K pilot screen=0.3
Cc1cccc(C2=N/C(=C\c3cccnc3)C(=O)O2)c1,i,-4.0%,5.9%,3.6%,1.2%,
CCOc1ccc(S(=O)(=O)NCCC(=O)N2CC(C)CC(C)C2)cc1 (centres undefined),0.0%,2.3%,-7.2%,i,4.2%,
O=C(NCc1ccccn1)c1cccc(NS(=O)(=O)c2cccc(F)c2)c1,5.5%,-4.5%,-14.3%,0.0%,-4.1%,
COc1ccc(OC)c2c(C)cc(N3CCCCCC3)nc12,50.8%,-0.3%,8.3%,i,20.7%,
O=C(C1CCCN(S(=O)(=O)c2ccc(Br)s2)C1)N1CCCCCC1 (centres undefined),-4.0%,0.1%,-7.7%,0.1%,-0.7%,
CCc1nc(SCC(=O)Nc2ccc([N+](=O)[O-])cc2)n[nH]1,7.1%,-2.3%,-3.0%,0.7%,1.3%,
C/C(CC(=O)Nc1ccc2c(c1)OCCO2)=N\NC(=O)Cc1ccccc1,-11.9%,-1.6%,0.9%,1.1%,-5.7%,
CCOC(=O)CC(=O)CSc1nnc(Cn2c(=O)sc3ccccc32)n1C,25.2%,-9.7%,-3.5%,i,3.3%,
COC(=O)c1nn(-c2ccc(C)cc2)c2nnc(Cc3ccccc3)c(=O)n12,-7.8%,2.7%,-10.8%,0.1%,-2.6%,
O=C1C2C3c4ccccc4C(c4ccccc43)C2C(=O)N1c1cccc2cccnc12 (centres undefined),-1.9%,-5.1%,10.8%,4.0%,5.8%,
NC(CC(=O)O)c1ccc(Br)cc1 (centres undefined),-31.0%,-1.6%,-8.9%,i,-13.7%,
COc1ccccc1C(=O)Nc1ccnn1C1CCN(C(=O)c2ccoc2C)CC1,3.3%,-4.1%,-5.8%,6.1%,4.5%,
Cc1cc(S(=O)(=O)NCC(C)C)ccc1OCC(=O)NCC1CCCO1 (centres undefined),-7.3%,-7.8%,-0.6%,1.3%,-4.6%,
O=C1CN(c2ccc(Cl)cc2)C2(CCCCC2)S1,23.2%,-10.5%,-3.3%,0.4%,2.9%,
Cc1cccc(N2CCN(C(=O)COc3cc4oc(=O)cc(C)c4cc3Cl)CC2)c1C,11.1%,-0.8%,-187.7%,1.2%,0.3%,
CC1CCN(c2oc(-c3ccc(F)cc3)nc2C#N)CC1,4.5%,-3.3%,-7.2%,0.8%,11.1%,
OCC[C@H]1C[C@H](O)[C@@H](O)[C@]2(CCCCO2)O1,-15.2%,-3.5%,13.0%,0.0%,-8.6%,
Cc1ccc(OCC(=O)Nc2nc(-c3ccccn3)cs2)c(C)c1,?,?,-1.5%,4.7%,-7.0%,
CC(=O)c1c(C)nc(-c2ccc(OCC(=O)Nc3ccccc3)cc2)n1O,44.7%,5.0%,-1.7%,2.9%,3.4%,
COc1cc([N+](=O)[O-])ccc1-c1ccc(/C=C2\C(=O)ON=C2c2ccccc2)o1,·,·,·,11.3%,15.5%,
COC(=O)c1cn(C(=O)c2ccccc2Cl)c2ccccc12,36.9%,5.8%,-7.3%,1.9%,-4.2%,
CN1CCN(C(=O)Cc2ccccc2)CC1,-1.4%,-3.6%,-4.7%,4.9%,-1.2%,
Cc1ccccc1CNC(=O)C(=O)NCC1CCCN1S(=O)(=O)c1cccs1 (centres undefined),·,·,·,9.0%,-9.4%,
CC(C)(C)c1ccc(C(=O)CCC(=O)OCC(=O)NCCc2ccc(S(N)(=O)=O)cc2)cc1,22.9%,8.4%,·,1.2%,-5.9%,
CNS(=O)(=O)c1cccc(C(=O)OCC(=O)N2CC(C)OC(C)C2)c1 (centres undefined),-6.2%,6.6%,8.6%,0.6%,-6.4%,
O=C(N1CCN(c2ccccc2F)CC1)C12CC3CC(CC(C3)C1)C2,38.4%,-5.2%,-7.2%,2.1%,12.1%,
COc1ccc(/C=C/C(=O)NC(=S)NNC(=O)Cc2cccs2)cc1OC,12.6%,11.5%,-33.6%,i,16.7%,
CCC(N)C12CC3CC(CC(O)(C3)C1)C2 (centres undefined),1.4%,-8.8%,0.0%,2.4%,-2.2%,
CN(C)S(=O)(=O)N1CCN(c2cc(Cl)ccc2Cl)CC1,5.4%,-1.9%,2.7%,5.2%,-1.1%,
O=C1C2CC=CCC2C(=O)N1c1ccc(NCCc2ccc(Cl)cc2)c([N+](=O)[O-])c1 (centres undefined),21.2%,11.5%,-6.5%,1.3%,-3.8%,
CCO[C@@H]1OC(C(=O)O)=C[C@H](c2csc3ccccc23)[C@H]1CCCO,3.8%,5.5%,-5.3%,i,6.7%,
Cc1cc(Br)c(Cl)cc1NC(=O)CN1C(=O)C2C3CC(c4ccccc4)C(C3)C2C1=O (centres undefined),-9.8%,?,-0.7%,3.1%,-1.9%,
Cc1ccc(NC(=O)NNC(=O)c2snnc2C)cc1,-2.5%,2.9%,2.3%,1.9%,-1.6%,
Fc1ccc(Nc2nnc(C(F)(F)F)s2)cc1Cl,?,10.9%,36.8µM*,i,1.4%,
O=C(COC(=O)C1CCN(S(=O)(=O)c2ccc(Cl)c(C(F)(F)F)c2)CC1)NCc1ccco1,6.5%,-5.0%,-4.2%,0.3%,5.5%,
CCCSc1nc2c(c(=O)[nH]c(=O)n2C)n1CCc1ccccc1,-9.8%,0.3%,-1.7%,0.5%,2.6%,
COc1ccc(-c2noc(CSc3nc(-c4ccccc4)cc(=O)[nH]3)n2)cc1OC,2.4%,3.2%,-0.1%,6.9%,1.9%,
Nc1nc(COC(=O)C2CC(=O)N(Cc3ccccc3Cl)C2)nc(Nc2ccccc2)n1 (centres undefined),9.2%,6.3%,·,0.9%,3.0%,
NC(=O)COC(=O)c1cc(S(=O)(=O)N2CCN(c3ccccc3)CC2)ccc1Cl,-4.3%,-3.1%,3.9%,0.3%,-5.6%,
CC1CCc2cc(F)ccc2N1C(=O)CCC(=O)O (centres undefined),1.9%,2.5%,-7.4%,4.6%,7.4%,
CCOC(=O)c1sc(NC(=S)NC(=O)C2CC2)cc1C,-2.0%,1.0%,10.2%,i,-7.0%,VEEV TC-83 Vero 10K pilot screen=0.3
COc1ccc(C(=O)NCc2oc(-c3ccccc3)cc2C(=O)O)cc1,-3.4%,-4.6%,-4.1%,1.1%,1.8%,
Cc1onc(-c2c(Cl)cccc2Cl)c1C(=O)N1CCN(Cc2ccccc2)CC1,22.2%,-3.9%,-16.7%,i,4.1%,
N#Cc1ccc(OCC(=O)Nc2ccncc2)cc1,46.2%,3.0%,4.6%,0.8%,10.4%,
CCOC(=O)c1n[nH]n2c1nc(=O)c1ccccc12,2.8%,-0.9%,9.0%,0.1%,24.2%,
N#Cc1ccc(-c2ccc(F)cc2)nc1Oc1ccccc1,·,10.8%,6.1%,i,-7.8%,
CC(=O)c1cccc(NC(=O)Cn2cnc(S(=O)(=O)N3CCCCC3)c2)c1,-2.1%,5.9%,-2.4%,1.0%,-17.4%,
Cc1ccc(C=C2C(=O)c3ccccc3C2=O)o1,7.1%,-3.8%,-7.1%,1.0%,2.1%,
Cc1ccc(C(=O)NCCc2nnc3ccc(SCC(=O)Nc4c(C)cc(C)cc4C)nn23)cc1,13.3%,-10.5%,-0.8%,0.1%,-1.1%,
CCC(Sc1nc2c(c(=O)[nH]1)CCC2)C(=O)Nc1cccc(OC)c1 (centres undefined),8.4%,6.9%,5.1%,4.5%,19.2%,VEEV TC-83 Vero 10K pilot screen=0.2
COc1ccc(CCNC(=O)[C@@H](NC(=O)N2CCn3c2nc2ccccc23)C(C)C)cc1OC,15.3%,2.9%,-6.1%,i,-3.0%,
CC(C)C[C@@H](CO)N1CCN(CC(C)C)CCC1=O,9.4%,1.9%,-2.1%,1.4%,-7.3%,
COc1ccc(CCn2c(NCc3ccco3)nc3c2c(=O)[nH]c(=O)n3C)cc1,-8.8%,3.1%,-5.8%,3.8%,0.8%,
CCN(CC(=O)NC1CCS(=O)(=O)C1)S(=O)(=O)c1ccccc1Cl (centres undefined),-17.6%,-4.6%,-7.3%,1.9%,-11.6%,
# Going on with the list:
SMILES,M. tuberculosis,M. tuberculosis HTS,PhoP GFP inhibition,VEEV TC-83 Vero,influenza NS1A,others
CCCn1c(SCC(=O)Nc2ccc3c(c2)OCO3)n[nH]c1=O,-1.9%,1.4%,·,1.0%,0.7%,
CC(CC(=O)NCCc1ccc(F)cc1)c1ccccc1 (centres undefined),62.4%,-4.4%,-6.1%,i,-7.2%,
COc1ccc(Cl)cc1NC(=O)CN(C)C(=O)c1ccc(-n2cncn2)cc1,·,3.1%,·,0.2%,-16.7%,
Cc1ccc(C)c(N(CC(=O)NN=C2CCCCCCC2)S(C)(=O)=O)c1,9.0%,-5.0%,17.9%,0.6%,-5.2%,
COc1ccccc1NC(=S)NNC(=O)c1ccc(O)cc1,-17.8%,-11.8%,1.4%,i,-9.2%,
CCCOc1ccc(CN(CCO)CCO)cc1C(=O)OC,-5.3%,-10.0%,-5.2%,2.0%,-4.5%,
CCC1C(c2ccccc2)=CCC(C(=O)O)C1C (centres undefined),·,·,·,2.0%,-8.7%,
CCN(CC)c1ccc(/C=N/Nc2ccc(C)cc2)c(O)c1,43.0%,-5.4%,-6.6%,8.2%,5.4%,
CC(C)(C)CC(=O)Nc1cccc2c1CCCC2,·,-5.9%,2.9%,0.3%,0.9%,
O=C(OCC(=O)N1CCc2ccccc2C1)c1ccc(Cl)c([N+](=O)[O-])c1,?,?,·,1.7%,0.4%,
COc1ccc(-c2cc(C(=O)Nc3c(Cl)cc(Cl)cc3Cl)c3ccccc3n2)cc1OC,-6.9%,-2.2%,-8.0%,i,-4.6%,
COCCCN1C(=O)C(=O)/C(=C(/O)c2ccc(C)cc2)C1c1ccccc1 (centres undefined),10.3%,-1.2%,-15.5%,i,-17.5%,
Cc1cccc(NC(=O)NCCc2ccc(Cl)cc2)c1,26.0%,0.4%,-5.8%,1.6%,7.5%,
O=C(CCC(=O)c1ccc(F)cc1)OC1CCOC1=O (centres undefined),-2.4%,-1.0%,6.6%,i,-4.5%,
Cc1cc(C)n(C(=O)c2ccc(NC(=O)C3COc4ccccc4O3)cc2)n1 (centres undefined),58.0%,57.8%,10.9%,i,-1.7%,
CCCN1CN(Cc2ccccc2)CNC1=S,14.8%,-5.8%,-5.0%,0.5%,28.7%,

# Four records drawn at random from the list so far:
SMILES,M. tuberculosis,M. tuberculosis HTS,PhoP GFP inhibition,VEEV TC-83 Vero,influenza NS1A,others
COCCCN1C(=O)C(=O)/C(=C(/O)c2ccc(C)cc2)C1c1ccccc1 (centres undefined),10.3%,-1.2%,-15.5%,i,-17.5%,
CCC1C(c2ccccc2)=CCC(C(=O)O)C1C (centres undefined),·,·,·,2.0%,-8.7%,
Cc1cc(C)n(C(=O)c2ccc(NC(=O)C3COc4ccccc4O3)cc2)n1 (centres undefined),58.0%,57.8%,10.9%,i,-1.7%,
O=C(CCC(=O)c1ccc(F)cc1)OC1CCOC1=O (centres undefined),-2.4%,-1.0%,6.6%,i,-4.5%,

# Sorted by count of non-hydrogen atoms (high to low): part of the list above
SMILES,M. tuberculosis,M. tuberculosis HTS,PhoP GFP inhibition,VEEV TC-83 Vero,influenza NS1A,others
O=C1C2C3c4ccccc4C(c4ccccc43)C2C(=O)N1c1cccc2cccnc12 (centres undefined),-1.9%,-5.1%,10.8%,4.0%,5.8%,
COc1ccc(-c2noc(CSc3nc(-c4ccccc4)cc(=O)[nH]3)n2)cc1OC,2.4%,3.2%,-0.1%,6.9%,1.9%,
C/C(CC(=O)Nc1ccc2c(c1)OCCO2)=N\NC(=O)Cc1ccccc1,-11.9%,-1.6%,0.9%,1.1%,-5.7%,
N#Cc1ccc(-c2ccc(F)cc2)nc1Oc1ccccc1,·,10.8%,6.1%,i,-7.8%,
O=C(CCC(=O)c1ccc(F)cc1)OC1CCOC1=O (centres undefined),-2.4%,-1.0%,6.6%,i,-4.5%,
